Bioassay records as filed in PubChem BioAssay.
Wee1 degr inh: inhibitors of human Wee1 degradation; reporter increase, % at 5 µM; 220,000 tested, 1.2% active; HeLa Luc-Wee1K328M stability, luciferase luminescence; 100% = proteasome inhibitor MG132 effect; P30291;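 active means activation above the mean of all tested compounds plus 3 SD, set per screening run, cut at about 8.8% in these data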;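 further: cells exposed to compound for 20 h before luminescence read; 0% = DMSO alone and 100% = MG132 at 30 µM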
eIF4E 4G PPI: eIF4E/eIF4G interaction inhibition in translation initiation; P63073+Q04637; TR-FRET eIF4E-eIF4GI(517-606) binding, 2 h; inhibition, % at 21.7 µM; 220,000 tested, 0.37% active; AID 782;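 active means inhibition above about 30%, limit read from the data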;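 further: 0% = full FRET control wells and 100% = background wells lacking eIF4GI fragment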
Target sequence (P63073 whole entry, looked up, the tested form may be a part): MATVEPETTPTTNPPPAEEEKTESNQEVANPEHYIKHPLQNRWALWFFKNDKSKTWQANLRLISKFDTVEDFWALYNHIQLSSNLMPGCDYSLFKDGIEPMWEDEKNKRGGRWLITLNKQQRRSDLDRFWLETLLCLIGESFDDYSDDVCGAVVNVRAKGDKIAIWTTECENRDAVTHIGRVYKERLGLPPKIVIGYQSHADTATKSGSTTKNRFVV
Target sequence (Q04637 whole entry, looked up, the tested form may be a part): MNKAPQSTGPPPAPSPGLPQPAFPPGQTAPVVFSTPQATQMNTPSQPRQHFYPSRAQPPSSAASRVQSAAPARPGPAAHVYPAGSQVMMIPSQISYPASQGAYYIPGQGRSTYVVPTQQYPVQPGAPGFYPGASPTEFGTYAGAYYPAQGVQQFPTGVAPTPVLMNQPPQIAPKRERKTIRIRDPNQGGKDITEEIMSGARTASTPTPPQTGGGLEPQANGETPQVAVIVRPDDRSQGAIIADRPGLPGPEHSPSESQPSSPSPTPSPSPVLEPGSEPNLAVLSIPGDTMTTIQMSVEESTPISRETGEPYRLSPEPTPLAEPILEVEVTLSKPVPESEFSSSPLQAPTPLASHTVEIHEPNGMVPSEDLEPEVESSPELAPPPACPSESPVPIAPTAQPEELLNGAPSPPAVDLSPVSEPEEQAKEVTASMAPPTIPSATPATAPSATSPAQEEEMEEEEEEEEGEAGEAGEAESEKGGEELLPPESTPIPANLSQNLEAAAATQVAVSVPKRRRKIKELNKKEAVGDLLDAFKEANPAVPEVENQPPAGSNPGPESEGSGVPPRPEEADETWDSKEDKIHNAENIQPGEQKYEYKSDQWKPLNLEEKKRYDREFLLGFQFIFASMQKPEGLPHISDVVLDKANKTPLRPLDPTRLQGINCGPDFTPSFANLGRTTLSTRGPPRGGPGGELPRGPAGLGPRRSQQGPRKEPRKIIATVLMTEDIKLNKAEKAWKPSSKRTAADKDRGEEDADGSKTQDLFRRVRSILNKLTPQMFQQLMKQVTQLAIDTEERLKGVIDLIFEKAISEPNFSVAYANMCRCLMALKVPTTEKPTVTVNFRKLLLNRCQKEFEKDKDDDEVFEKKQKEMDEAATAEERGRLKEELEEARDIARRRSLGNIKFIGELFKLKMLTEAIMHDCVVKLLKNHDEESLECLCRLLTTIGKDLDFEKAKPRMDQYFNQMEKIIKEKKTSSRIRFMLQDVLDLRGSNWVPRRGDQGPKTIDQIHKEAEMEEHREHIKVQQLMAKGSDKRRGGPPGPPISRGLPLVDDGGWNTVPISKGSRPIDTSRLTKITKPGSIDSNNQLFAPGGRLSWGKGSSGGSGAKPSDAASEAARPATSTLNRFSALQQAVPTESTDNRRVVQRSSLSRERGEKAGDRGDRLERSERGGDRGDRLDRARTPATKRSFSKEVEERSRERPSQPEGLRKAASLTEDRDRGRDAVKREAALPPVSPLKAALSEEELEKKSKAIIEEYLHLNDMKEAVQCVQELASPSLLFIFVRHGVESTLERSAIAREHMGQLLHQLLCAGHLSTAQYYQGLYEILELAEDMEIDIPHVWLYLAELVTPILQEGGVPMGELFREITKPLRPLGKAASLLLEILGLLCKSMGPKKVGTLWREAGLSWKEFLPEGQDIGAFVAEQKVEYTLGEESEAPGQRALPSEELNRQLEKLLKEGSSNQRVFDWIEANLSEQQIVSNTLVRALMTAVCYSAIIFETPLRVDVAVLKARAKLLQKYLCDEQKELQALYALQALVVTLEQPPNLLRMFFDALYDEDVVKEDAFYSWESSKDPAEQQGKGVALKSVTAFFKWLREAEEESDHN
S1P4 antagonist: antagonists of human S1P4 receptor; S1P4-expressing cells, antagonist mode, reporter read-out; inhibition, % at 4.98 µM; 220,000 tested, 0.26% active; AID 1510; in the data active means inhibition above about 29%;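 further: 0% = wells stimulated with agonist and 100% = vehicle wells without agonist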
S1P4 agonist: agonists of human S1P4 receptor | O95977 | activation, % at 4.98 µM | S1P4-expressing cell line, agonist reporter assay | 220,000 tested, 0.35% active; in the data active means activation above about 11%;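 further: 0% = DMSO vehicle and 100% = reference agonist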
BaF3 tox: counter-screen for JAK2V617F inhibitors: parental Ba/F3 viability inhibitors; CellTiter-Glo ATP luminescence; inhibition, % at 5.6 µM; 220,000 tested, 1.1% active;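 active means inhibition above a per-campaign cutoff, the mean inhibition of all tested compounds plus 3 SD, cut at about 27% in these data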;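 further: 0% = DMSO wells and 100% = JAK Inhibitor I control wells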
Ba/F3 V617F tox: loss of viability in JAK2V617F-driven Ba/F3 cells | AID 1446 | 220,000 tested, 1.1% active | inhibition, % at 5.6 µM | Ba/F3 EpoR-JAK2V617F viability, ATP luminescence;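 active means inhibition above the campaign mean plus 3 SD over all tested compounds, cut at about 24% in these data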;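 further: cytokine-independent growth of Ba/F3 cells driven by EpoR plus mutant JAK2; 0% = DMSO-treated cells and 100% = JAK inhibitor I control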
PERK inhibitor: human PERK inhibition, primary cell-based screen. 220,000 tested, 0.17% active. inhibition, % at 5.6 µM. AID 1416. Q9NZJ5. CHO PERK-DD fusion, SEAP luminescence translation reporter;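 active means inhibition above the mean inhibition of all tested compounds plus 3 SD, set separately per screening campaign, cut at about 2.9% in these data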;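 further: PERK kinase domain activated by AP20187 dimerizer at 100 nM; 0% = DMSO with dimerizer and 100% = rapamycin at 8.4 µM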
MDM2 E3 inh: Mdm2 E3 ligase (human) inhibition. Q00987. cell-based MDM2 ubiquitination luciferase reporter, 2 h; 0 = plate control, 100 = twice control, blank-subtracted. signal enhancement, % at 5 µM. 210,000 tested, 0.11% active. AID 1230;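 active means signal enhancement of 30% or more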;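 further: luminescence tracks abundance of the self-degrading MDM2-luciferase fusion protein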
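Buffer or medium: Cells held in DMEM | Assay system: Stable mammalian line carrying autodegrading MDM2–luciferase fusion reporter | Quantity: 2000 cells/well | Times: 4 h settle plus 2 h compound, 37 °C | Doses: One concentration, 5 µM, with 0.2% DMSO | Technique: Luminescence with SteadyLite reagent, 15 min at room temperature | Benchmarks: Plate controls and plate blanks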
NPY2 pot ag: human NPY-Y2 potentiation or agonism, primary screen; cells expressing NPY-Y2, potentiator/agonist read-out; AID 1359; activation, % at 3.6 µM; 220,000 tested, 0.45% active; P49146; in the data active means activation above about 27%;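 further: cells stimulated with NPY near EC25 plus isoproterenol at EC100; 0% = vehicle plus submaximal agonist and 100% = vehicle plus saturating agonist; some results beyond the cut were filed as inactive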
* = called active by the depositor; / = not tested or not shown; [ ] = remark or other dose.

SMILES	Wee1 degr inh	eIF4E 4G PPI	S1P4 antagonist	S1P4 agonist	BaF3 tox	Ba/F3 V617F tox	PERK inhibitor	MDM2 E3 inh	NPY2 pot ag
Cc1c(/C(O)=C2\C(=O)C(=O)N(CCCN(C)C)C2c2ccccc2)cnn1-c1ccccc1 (centres undefined)	-3	-1	3	-0.3	10	6	1.0	-20	-12
CC(=O)Cc1nsc(NC(=O)c2ccccc2Cl)n1	-1	5	-10	0.5	2	-3	-0.1	-15	5
O=C(COCC(=O)NCc1ccccc1)NCc1ccccc1	4	-2	-7	1.5	-1	-3	1.2	-3	-10
O=c1oc2ccccc2c(Nc2ccc3ccccc3c2)c1[N+](=O)[O-]	3	-2[fluorescence artefact?]	-2	1.9	1	0	0.2	11	15
CCOC(=O)C1=NOC(CN(c2ccccc2)S(=O)(=O)c2ccc(Cl)cc2)C1 (centres undefined)	5	5	-9	0.4	4	-1	0.3	19	12
COc1ccc(CNC(=O)CSc2nnc(C)n2-c2ccc(F)cc2)cc1	-2	6	1	1.4	2	2	-0.6	-4	-9
O=C(O)c1cccc(N/N=C/c2sc(N3CCOCC3)nc2-c2ccccc2)c1	0	-1	-10	-1.6	4	-1	1.0	-4	2
Oc1ccccc1/C=N/n1cnnc1	-2	4	-15	0.9	4	2	-0.2	-18	-13
CCCC/C(O)=C1\C(=O)CC(C)(C)CC1=Nc1ccc(N)cc1	1	1	-7	0.2	-2	-4	0.2	-15	4
Cc1ccc(OCC(=O)N/N=C/c2cn[nH]c2-c2ccc(Cl)c(Cl)c2)cc1	1	-1	-44	-1.3	1	0	-0.3	-17	10
CN(C)S(=O)(=O)c1ccc(-c2csc(-c3cccnc3)n2)cc1	-1	2	0	-0.7	2	-1	1.4	-22	-20
NS(=O)(=O)c1ccc(-c2ccc(/C=N/NC(=O)c3ccc([N+](=O)[O-])cc3)o2)cc1	0	-5	3	0.2	50*	-1	0.1	-14	4
COc1ccccc1Oc1ccc(NC(=O)c2ccccc2)cc1	1	1	-3	1.5	6	3	0.6	9	-3
Cc1nc(=O)c(-c2ccccc2)c(C)n1CC1CCCO1 (centres undefined)	-1	6	-15	2.6	3	-2	0.7	-12	-4
O=C(CN1CCC(c2nc3ccccc3s2)CC1)NCc1ccccc1	-2	-2	-20	0.6	1	-2	-0.3	-4	5
Cc1ccc(CNC(=O)COc2ccccc2-c2ccccc2)cc1	0	17	-11	0.1	1	-4	0.4	2	-5
N#Cc1c(N2CCCCC2)nc(N2CCCCC2)c2c1CCN(Cc1ccccc1)C2	0	-8	-6	-2.5	6	10	-1.2	-12	-4
Cc1onc(-c2c(Cl)cccc2Cl)c1C(=O)Nc1nc(C(C)(C)C)cs1	3	-6	10	0.9	2	3	-0.3	-6	-5
COc1ccc(S(=O)(=O)Nc2ccc(N(C)C(C)=O)cc2)cc1	-1	6[fluorescence artefact?]	10	0.8	1	-1	-1.0	0	10
Cc1nc(CC(=O)Nc2nc(C(C)(C)C)cs2)cs1	-2	-5	3	0.4	3	1	1.4	3	25
Cc1nnc(SCC(=O)c2cc(C)n(C3CC3)c2C)s1	-3	-6	-2	-2.7	2	-3	0.3	-22	9
CC(=O)C1=NN(c2ccccc2)C(c2ccc3c(c2)OCO3)N1c1ccccc1 (centres undefined)	3	10	6	0.6	46*	21	0.6	5	1
COc1ccc(C(=O)Nc2ccc(NS(=O)(=O)c3ccccc3)cc2)cc1OC	-2	3	-1	0.5	-11	6	0.0	/	-11
CN(C)S(=O)(=O)c1ccccc1N=C=S	-2	2	-9	1.1	-2	-2	1.5	-3	-1
Cc1cc(C(=O)N/N=C\c2ccc(COc3ccc([N+](=O)[O-])cc3)o2)ccc1[N+](=O)[O-]	2	2	-3	-2.6	2	0	0.1	-1	-15
CCn1c(-c2nn(C)c(C)c2Cl)n[nH]c1=S	2	2	4	-0.3	2	-3	1.9	17	-5
Cc1c(C)c(C)c(CN2CCCC2)c(C)c1C	4	5	4	1.2	-4	-2	-0.6	-7	-10
CC[C@H](C)[C@H](NC(N)=O)C(=O)NCCc1ccc(Cl)cc1Cl	7	4	0	-2.0	8	6	0.2	-8	-4
CCOc1cc(C(=O)NC2=NCCS2)cc(OCC)c1OCC	3	-4	-1	2.4	3	0	0.5	-9	9
CC(C)(C)C(=O)CN1C(=O)C2(OCCO2)c2ccccc21	3	12	-15	0.2	4	1	0.8	11	-4
COc1ccccc1/C=C/C=N/n1c(C)nnc1C	4	-2	-9	0.5	6	0	-0.2	-4	-3
Oc1ccc(Cl)cc1C1=NNC(c2ccc(Cl)cc2)C1 (centres undefined)	-3	5	-19	4.2	3	-1	0.5	-5	-3
Cn1cccc1/C=C1\SC(=O)N(c2ccc(O)cc2)C1=O	-1	-5	-10	1.2	7	-1	0.5	24	15
O=S(=O)(Nc1cccnc1)c1ccc(Cl)c(C(F)(F)F)c1	-2	1[fluorescence artefact?]	-15	0.8	1	-2	1.9	-7	2
CCOC(=O)C1CCCN(C(=O)c2ccccc2[N+](=O)[O-])C1 (centres undefined)	-4	0	-11	2.3	6	3	-0.5	-6	6
CCN(CC)C(=O)CSc1nc2ncc(Cl)cc2[nH]1	0	0[fluorescence artefact?]	-4	-0.1	4	0	0.1	-9	-8
CCc1nc(NCCO)c(C#N)c2c1CCCC2	0	2	-14	-0.8	5	-4	-1.4	-13	-6
CC1(C)CC(NC(=O)N2c3ccccc3Sc3ccccc32)CC(C)(C)N1	0	-1	12	1.4	3	2	-2.1	-12	-10
CCS(=O)(=O)Nc1c(C(=O)O)[nH]c2ccccc12	-1	7	-4	3.3	4	-1	1.1	7	14
c1ccc(CNn2nnnc2-c2ccccc2)cc1	4	3	-5	1.7	6	0	0.3	-4	-3
Cc1cc(N=Nc2ccc(Cl)cc2)cc(CN2CCCC2)c1O	1	6	5	0.2	1	2	0.3	-5	36
CCOC(=O)N1CCC(N2CCN(c3cc(C)ccc3C)CC2)CC1	-3	7[fluorescence artefact?]	-10	-0.8	1	-2	-1.7	-14	-4
CCC(=O)N(C1=C(NC(C)C)C(=O)c2ccccc2C1=O)C(C)C	3	-2	-3	1.3	4	3	0.8	-1	-12
CCOC(=O)c1cnc2c(C(=O)OC)cccc2c1NCCN1CCOCC1	-2	-1	-23	2.3	4	5	-0.4	-14	-11
C=CCNc1nc(N(c2ccccc2)c2ccccc2)nc(-n2ccnc2)n1	-1	-5	11	-0.8	-1	-2	-0.3	-14	6
CC(=O)N1CCCN(Cc2cn(-c3ccc(C)cc3)nc2-c2cccc(C)c2)CC1	4	-2	-33	0.4	41*	0	-0.7	-1	-7
CCN(CC)C(=O)Cn1c(=O)n(-c2ccc(CC(=O)NCc3ccccc3)cc2)c(=O)c2sccc21	0	-2	1	0.6	6	2	0.0	-5	-5
CN1C(=O)NC(c2ccccc2)C2=C1CN(Cc1ccco1)C2=O (centres undefined)	-1	0	-17	0.5	2	3	-0.2	-22	3
CCCC(=O)N(Cc1cc2cccc(C)c2[nH]c1=O)c1ccccc1OC	-2	-5	-10	-0.9	5	5	-1.4	-8	-2
O=C(Nc1ccccc1)OCCNC(=O)c1ccccc1	0	7	4	0.7	8	4	0.4	0	-3
Cc1cc(C)nc(NS(=O)(=O)c2ccc(NC(=S)NC(=O)c3cccnc3)cc2)n1	0	-2	-8	0.9	1	2	-0.2	-45	-4
O=C(NN1C(=O)c2ccccc2NC1c1ccoc1)c1ccccc1 (centres undefined)	3	-1	-24	-0.2	2	-1	1.9	-7	-2
O=C(NCCNC(=O)c1ccco1)c1ccc(F)cc1	2	4	8	0.5	5	-3	0.6	-12	-3
Cn1c(N)c(C(=O)CSc2ccc3c(c2)OCCO3)c(=O)n(C)c1=O	0	10	-8	0.8	6	2	-0.8	-4	12
CCc1ccc(N2C(=O)c3ccc4c5c(ccc(c35)C2=O)CC4)cc1	-3	-20	5	2.2	3	2	0.6	-18	5
CC(=O)c1ccc(O)c(CSc2nncn2C)c1	-3	12	6	2.4	6	-1	0.2	-4	-11
CC(O)CNc1nc2c(c(=O)n(Cc3ccc(Cl)c(Cl)c3)c(=O)n2C)n1C (centres undefined)	-2	-7	-4	0.6	3	-4	-0.9	7	12
Nc1c(-c2ccsc2)cnc2ncnn12	-1	-2	-9	1.9	5	0	-0.2	-7	5

Shown with values under each structure: 16 of the compounds above
Value order – Wee1 degr inh, eIF4E 4G PPI, S1P4 antagonist, S1P4 agonist, BaF3 tox, Ba/F3 V617F tox, PERK inhibitor, MDM2 E3 inh, NPY2 pot ag
- CCC(=O)N(C1=C(NC(C)C)C(=O)c2ccccc2C1=O)C(C)C
 : 3, -2, -3, 1.3, 4, 3, 0.8, -1, -12
- CCOC(=O)c1cnc2c(C(=O)OC)cccc2c1NCCN1CCOCC1
 : -2, -1, -23, 2.3, 4, 5, -0.4, -14, -11
- C=CCNc1nc(N(c2ccccc2)c2ccccc2)nc(-n2ccnc2)n1
 : -1, -5, 11, -0.8, -1, -2, -0.3, -14, 6
- CC(=O)N1CCCN(Cc2cn(-c3ccc(C)cc3)nc2-c2cccc(C)c2)CC1
 : 4, -2, -33, 0.4, 41*, 0, -0.7, -1, -7
- CCN(CC)C(=O)Cn1c(=O)n(-c2ccc(CC(=O)NCc3ccccc3)cc2)c(=O)c2sccc21
 : 0, -2, 1, 0.6, 6, 2, 0.0, -5, -5
- CN1C(=O)NC(c2ccccc2)C2=C1CN(Cc1ccco1)C2=O (centres undefined)
 : -1, 0, -17, 0.5, 2, 3, -0.2, -22, 3
- CCCC(=O)N(Cc1cc2cccc(C)c2[nH]c1=O)c1ccccc1OC
 : -2, -5, -10, -0.9, 5, 5, -1.4, -8, -2
- O=C(Nc1ccccc1)OCCNC(=O)c1ccccc1
 : 0, 7, 4, 0.7, 8, 4, 0.4, 0, -3
- Cc1cc(C)nc(NS(=O)(=O)c2ccc(NC(=S)NC(=O)c3cccnc3)cc2)n1
 : 0, -2, -8, 0.9, 1, 2, -0.2, -45, -4
- O=C(NN1C(=O)c2ccccc2NC1c1ccoc1)c1ccccc1 (centres undefined)
 : 3, -1, -24, -0.2, 2, -1, 1.9, -7, -2
- O=C(NCCNC(=O)c1ccco1)c1ccc(F)cc1
 : 2, 4, 8, 0.5, 5, -3, 0.6, -12, -3
- Cn1c(N)c(C(=O)CSc2ccc3c(c2)OCCO3)c(=O)n(C)c1=O
 : 0, 10, -8, 0.8, 6, 2, -0.8, -4, 12
- CCc1ccc(N2C(=O)c3ccc4c5c(ccc(c35)C2=O)CC4)cc1
 : -3, -20, 5, 2.2, 3, 2, 0.6, -18, 5
- CC(=O)c1ccc(O)c(CSc2nncn2C)c1
 : -3, 12, 6, 2.4, 6, -1, 0.2, -4, -11
- CC(O)CNc1nc2c(c(=O)n(Cc3ccc(Cl)c(Cl)c3)c(=O)n2C)n1C (centres undefined)
 : -2, -7, -4, 0.6, 3, -4, -0.9, 7, 12
- Nc1c(-c2ccsc2)cnc2ncnn12
 : -1, -2, -9, 1.9, 5, 0, -0.2, -7, 5
